# Screening data deposited in PubChem BioAssay by The Scripps Research Institute Molecular Screening Center.
# CHRM1 agonist: human M1 muscarinic receptor agonists, primary screen, Fluo-8 calcium fluorescence, CHO-K1 cells, HTS | Muscarinic acetylcholine receptor M1 (Homo sapiens), P11229 | activation, % at 3 µM | AID 588814, 2011 | 360,000 tested, 0.33% active | CHO-K1 hM1, agonist mode; 0% DMSO, 100% acetylcholine EC100;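 active = activation above the run's mean compound activation plus 3 SD, cut at about 16% in these data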;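 note: peak over basal fluorescence ratio within a 140 s kinetic read after compound addition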
# Target sequence (P11229 whole entry, looked up): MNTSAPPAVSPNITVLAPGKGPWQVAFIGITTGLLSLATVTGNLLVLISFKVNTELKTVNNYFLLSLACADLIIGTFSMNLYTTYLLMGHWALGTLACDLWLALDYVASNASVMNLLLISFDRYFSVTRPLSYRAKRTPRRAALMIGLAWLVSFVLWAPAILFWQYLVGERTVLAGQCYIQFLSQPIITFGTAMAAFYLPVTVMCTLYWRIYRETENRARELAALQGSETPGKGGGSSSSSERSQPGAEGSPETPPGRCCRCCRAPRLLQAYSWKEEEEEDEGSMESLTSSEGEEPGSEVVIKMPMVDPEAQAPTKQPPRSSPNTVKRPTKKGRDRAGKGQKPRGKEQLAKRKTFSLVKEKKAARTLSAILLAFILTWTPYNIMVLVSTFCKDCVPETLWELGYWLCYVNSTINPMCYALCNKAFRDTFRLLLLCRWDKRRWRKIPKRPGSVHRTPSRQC
# CHRM1 PAM: human M1 muscarinic receptor positive allosteric modulators, primary screen, CHO-K1 cells, Fluo-8 calcium fluorescence, 1536-well. CHO-K1 hM1, ACh EC20; 0% = ACh EC20, 100% = maximal ACh. activation, % at 3 µM. 360,000 tested, 0.088% active. AID 588819, 2011; in the data active = activation above about 19%, passing the limit was not always enough
# CHRM5 agonist: human M5 muscarinic receptor agonists, primary screen, CHO-K1 cells, Fluo-8 calcium fluorescence. activation, % at 3 µM. 360,000 tested, 0.19% active. CHO-K1 hM5 cells; 0% DMSO wells, 100% maximal acetylcholine response. Muscarinic acetylcholine receptor M5 (Homo sapiens), P08912;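 active = activation above the run's mean over test compounds plus 3 SD, cut at about 23% in these data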;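 note: signal is peak over basal fluorescence ratio across the kinetic read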
# CHRM5 antagonist: human M5 muscarinic receptor antagonists, primary screen, CHO cells, Fluo-8 calcium fluorescence. Muscarinic acetylcholine receptor M5 (Homo sapiens), P08912. CHO-hM5 cells, ACh EC80. inhibition, % at 3 µM. 360,000 tested, 0.59% active;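 active = inhibition above a per-plate cutoff, the mean of that plate's test compounds plus 3 SD, cut at about 27% in these data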;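 note: 0% = acetylcholine EC80 with DMSO and 100% = DMSO without agonist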
# TAAR1 agonist: human TAAR1 agonists, primary screen, Fluo-8 calcium fluorescence, CHO RD-HGA16 cells. vehicle wells 0%, saturating PEA agonist 100%. 360,000 tested, 0.99% active. activation, % at 3 µM. Trace amine-associated receptor 1 (Homo sapiens), Q96RJ0;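 active = activation above the mean activation of all test compounds in the run plus 3 SD, cut at about 38% in these data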
#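 Repeats: no replicates (n 1) | Material: CHO-derived RD-HGA16 cells with stable Gα16 and human TAAR1 | Technique: Kinetic Fluo-8 calcium fluorescence | Schedule: 17-24 h seeding, 75 min 37 °C dye, 30 min RT | Evaluation: % activation from peak over basal fluorescence ratio, DMSO-to-PEA scaled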
# M4 ag: human M4 muscarinic receptor agonists, primary screen, CHO-K1 cells, Fluo-8 calcium fluorescence; 360,000 tested, 0.14% active; AID 624127, 2012; CHO-K1 hM4/Gqi5; vehicle 0%, full acetylcholine response 100%; activation, % at 3 µM; Muscarinic acetylcholine receptor M4 (Homo sapiens), P08173;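 active = activation above the run mean over all test wells plus 3 SD, cut at about 32% in these data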;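 note: peak over basal fluorescence ratio per well then scaled between controls; 0% = DMSO wells and 100% = acetylcholine at EC100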
# Target sequence (P08173 whole entry, looked up): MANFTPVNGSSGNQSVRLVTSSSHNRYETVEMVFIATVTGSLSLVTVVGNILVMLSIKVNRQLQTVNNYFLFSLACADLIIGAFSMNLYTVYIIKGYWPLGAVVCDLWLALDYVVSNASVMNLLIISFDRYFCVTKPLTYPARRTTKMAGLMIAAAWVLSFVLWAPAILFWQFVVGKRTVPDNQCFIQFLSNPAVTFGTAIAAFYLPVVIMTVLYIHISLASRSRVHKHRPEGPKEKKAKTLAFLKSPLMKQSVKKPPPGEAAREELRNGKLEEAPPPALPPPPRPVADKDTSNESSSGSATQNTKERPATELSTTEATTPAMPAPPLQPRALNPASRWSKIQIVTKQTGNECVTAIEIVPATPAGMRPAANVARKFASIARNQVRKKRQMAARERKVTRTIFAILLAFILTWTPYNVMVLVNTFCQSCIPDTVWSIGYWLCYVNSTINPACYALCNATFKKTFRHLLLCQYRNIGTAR
# M5 PAM: human M5 muscarinic receptor positive allosteric modulators, primary screen, CHO-K1 cells, Fluo-8 calcium fluorescence; Muscarinic acetylcholine receptor M5 (Homo sapiens), P08912; CHO-K1 hM5, ACh EC20 PAM; 0% = ACh EC20, 100% = ACh EC100; activation, % at 3 µM; 360,000 tested, 0.3% active; AID 624038, 2012;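 active = activation above the run cutoff, the mean activation of all test compounds plus 3 SD, cut at about 18% in these data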
#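 Replicates: One well per compound, no replicates | System: Human M5 receptor in CHO-K1 cells | Benchmarks: Low control EC20 acetylcholine (0%), high control EC100 acetylcholine (100%) | Probe or stimulus: Acetylcholine, EC20 level | Times: Fluo-8 loading 80 min at 37 °C plus 30 min room temperature | Signal: Intracellular calcium via Fluo-8 fluorescence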
# CHRM1 antagonist: human M1 muscarinic receptor antagonists, primary screen, CHO-K1 cells, Fluo-8 calcium fluorescence, 1536-well; Muscarinic acetylcholine receptor M1 (Homo sapiens), P11229; CHO-K1 hM1, ACh EC80 antagonist; inhibition, % at 3 µM; 360,000 tested, 1.3% active;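 active = percent inhibition above its own plate's cutoff, namely the mean of that plate's compound wells plus 3 SD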;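 note: peak over basal fluorescence ratio during 140 s after agonist addition; 0% = ACh EC80 plus DMSO and 100% = DMSO alone without agonist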
# M4 antag: human M4 muscarinic receptor antagonists, primary screen, CHO cells, Fluo-8 calcium fluorescence; CHO-hM4 cells, ACh EC80; inhibition, % at 3 µM; 360,000 tested, 0.73% active;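 active = inhibition above its plate's cutoff, the mean inhibition of sample wells plus 3 SD, cut at about 27% in these data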;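 note: 0% = acetylcholine EC80 with DMSO and 100% = DMSO without agonist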
# * marks the source's active call; other numbers are inactive results; nt = no result given.
SMILES,CHRM1 agonist,CHRM1 PAM,CHRM5 agonist,CHRM5 antagonist,TAAR1 agonist,M4 ag,M5 PAM,CHRM1 antagonist,M4 antag
CCn1c(=O)c2c(nc3n2CCCN3CCc2ccccc2)n(C)c1=O,-3.0,7.7,-1.9,0.7,11.5,1.3,0.2,-11.8,-5.5
CCCC(C(=O)NC1CCCC1)N(CC1CCCO1)C(=O)c1snc(C(N)=O)c1N (stereo unspecified),-5.0,-1.8,-1.9,3.9,4.0,1.1,-10.4,-2.4,20.3
N#CCCN(C(=S)NC(=O)c1ccco1)c1ccccc1F,-7.6,3.7,-0.7,0.2,9.1,1.3,-2.5,-4.8,6.1
Cc1ccc(S(=O)(=O)N2CCOCC2)cc1NC(=O)Cn1ccsc1=N,-5.6,2.4,-5.4,-0.3,-0.6,1.1,-1.3,-4.1,2.4
Cn1cccc1/C=N/NC(=O)Cc1ccccc1,-2.6,6.2,-0.4,-11.4,5.4,0.1,1.8,-10.4,-0.8
COCc1c(C(=O)N/N=C(/C)c2ccc(OCc3ccccc3)cc2)nnn1-c1nonc1N,-0.6,10.1,0.5,7.0,2.3,1.4,0.2,-13.1,13.6
COc1ccc(C2=CC(c3sccc3C)n3nnnc3N2)cc1 (stereo unspecified),-3.5,3.1,-3.8,-6.5,8.1,0.5,6.1,-8.2,2.4
O=C(Nc1ccccc1)N1CCSc2ccccc21,-11.3,5.6,-5.8,1.7,-0.6,1.4,-0.8,-1.1,-6.6
COc1ccc(S(=O)(=O)Nc2cccc3c2O[C@H](CN(C)CC2CCCCC2)[C@@H](C)CN([C@H](C)CO)C3=O)cc1,-4.9,4.2,1.9,6.6,7.9,1.3,3.2,4.0,-4.3
CCC1=C(OC(=O)N(CC)CC)N2C(=O)OC(=NCCOC)[C@]2(Cc2ccccc2)[C@H]2C1=CC[C@H]1C(=O)NC(=O)[C@H]12,-1.7,0.4,6.8,-89.9,11.0,0.9,26.5*,3.3,-2.4
O=C(c1cccc(Br)c1)N1CCN(S(=O)(=O)N2CCOCC2)CC1,-1.4,3.6,4.2,-20.9,5.2,2.6,14.6,1.1,-1.6
Cc1cccc(-n2ncc3c(N(C)C4CCCCC4)ncnc32)c1,-4.8,-2.8,-0.7,1.6,-1.9,-0.4,-5.1,4.8,-4.1
CCCc1cc(=O)[nH]c(SCc2cccc(C)c2)n1,-5.5,4.9,-3.1,4.4,16.9,-2.7,0.3,-0.3,-0.5
Cc1ccccc1NC(=O)CCOc1ccccc1,-5.7,8.7,-4.2,2.1,2.9,0.0,0.5,-9.5,-10.0
CCOC(=O)CCCN1CC(O)=C(c2nc(-c3ccc(Cl)cc3)cs2)C1=N,-1.6,10.4,-4.2,2.4,-0.4,1.4,-1.7,-5.3,-8.5
COc1ccc(-n2c(C)cc(C(=O)CN3C(=O)c4ccccc4C3=O)c2C)cc1,-7.3,-3.2,-6.8,-2.6,2.5,-1.0,-1.0,-4.8,6.0
C[C@@H]1CN([C@@H](C)CO)C(=O)c2cc(Br)cnc2O[C@H]1CN(C)C(=O)Nc1ccccc1,-5.5,-1.5,0.7,4.7,-0.3,0.6,-2.8,-14.8,-10.1
CC(C)(C)NC(=O)C(CCc1ccccc1)n1c(=O)c(-c2cc3ccccc3[nH]2)nc2ccccc21 (stereo unspecified),nt,nt,-2.1,-13.0,0.3,0.7,3.8,nt,-6.3
CCN1CCN(C2=C(Cl)C(=O)N(Cc3ccccc3)C2=O)CC1,-5.5,-22.4,-7.0,24.3,-0.9,1.6,-23.1,77.7*,-1.0
CC(C)CNC(=S)NC1CCCC1,-2.5,-5.7,-2.5,-3.7,2.8,-0.2,2.4,12.3,0.5
C=COC(=O)NC1CCc2cc(OC)c(OC)c(OC)c2-c2ccc(SC)c(=O)cc21 (stereo unspecified),-1.5,3.1,-0.9,2.9,0.1,0.4,9.2,-13.2,2.4
CCc1nc2ccc(C(=O)Nc3cccc(OCC(=O)N(C)C)c3)cn2c1N(C)Cc1ccc(N(C)C)cc1,-6.4,-12.5,-0.7,3.5,10.2,6.8,-6.3,0.8,-12.5
CCCOC1CCCN(C(=O)c2ccc3oc(C(C)C)nc3c2)C1 (stereo unspecified),-2.5,11.0,-5.2,18.3,1.4,0.5,-4.6,-17.1,-6.5
Cc1ccc(NC(=O)C2CC(=O)n3ncnc3N2)cc1 (stereo unspecified),-2.4,2.9,4.0,-4.3,9.2,0.5,1.6,-4.9,2.5
CCOC(=S)SCC(=O)N1CCc2ccccc2C1C1C(=O)CCCC1=O (stereo unspecified),2.8,12.4,1.5,3.5,-1.7,1.2,2.5,4.9,3.8
CCCCC(CC)C(=O)Oc1ccc(O)c(C(C)(C)C)c1 (stereo unspecified),-4.0,5.2,-2.1,1.3,3.4,1.0,-4.7,-5.3,-9.1
CCOC(=O)c1ccc(Oc2cc(C)nc(SC)n2)cc1,-5.1,10.0,1.0,-0.9,10.7,-1.1,0.7,-6.5,11.7
CCn1c(CCNC(=O)c2ccco2)nc2ccccc21,-4.4,4.4,-1.9,4.0,1.1,0.8,1.0,-2.6,7.5
O=C1C=C(c2ccc(C(=O)O)cc2)C[C@@H](c2ccc3c(c2)OCO3)C1,-3.3,9.5,0.0,-2.4,5.2,1.4,-3.6,-10.3,-2.4
O=C(Nc1ccccc1OC(F)F)c1oc2ccccc2c1COc1ccccc1,0.1,4.3,0.2,-12.2,0.3,0.5,7.2,-9.4,-8.7

# As a short view, two of the compounds above.
SMILES,CHRM1 agonist,CHRM1 PAM,CHRM5 agonist,CHRM5 antagonist,TAAR1 agonist,M4 ag,M5 PAM,CHRM1 antagonist,M4 antag
CCOC(=O)CCCN1CC(O)=C(c2nc(-c3ccc(Cl)cc3)cs2)C1=N,-1.6,10.4,-4.2,2.4,-0.4,1.4,-1.7,-5.3,-8.5
COc1ccc(-n2c(C)cc(C(=O)CN3C(=O)c4ccccc4C3=O)c2C)cc1,-7.3,-3.2,-6.8,-2.6,2.5,-1.0,-1.0,-4.8,6.0

# The results go on.
SMILES,CHRM1 agonist,CHRM1 PAM,CHRM5 agonist,CHRM5 antagonist,TAAR1 agonist,M4 ag,M5 PAM,CHRM1 antagonist,M4 antag
O=C(O)[C@]1(S(=O)(=O)c2ccccc2)C[C@@H]2ON=C(c3cccc(Br)c3)[C@@H]2C1,-1.3,8.5,2.6,1.1,8.2,1.8,5.8,-6.8,1.8
CC(=O)N1CCCc2cc(S(=O)(=O)CCC(=O)N3CCN(c4cccc(C)c4)C(C)C3)ccc21 (stereo unspecified),-1.8,3.2,4.6,2.9,6.4,-2.3,-6.9,-8.3,-6.4
NC(=O)CSc1ccc(Br)cc1,-2.9,-1.3,-0.7,7.7,1.2,0.2,-9.7,10.0,1.1
CN(C)c1nc(NCc2ccccc2)nc(Oc2ccc(=O)[nH]n2)n1,-2.7,3.9,0.1,3.6,0.2,-0.4,-1.1,-4.4,2.4
CC(C)(C)NC(=O)NC(=O)CN1c2cccc3cccc(c23)S1(=O)=O,-7.8,4.2,2.3,-9.2,1.6,3.4,3.7,-10.2,-20.8
Fc1cccc(-c2cncc(N3CCN(CCN4CCCC4)CC3)n2)c1,-8.6,-4.6,-1.1,9.6,0.4,0.9,-4.6,-0.9,0.0
CCN1C(=O)CSC1=Nc1ccccc1Cl,-7.8,4.1,-9.3,3.5,-1.1,-0.2,7.4,-12.4,-2.0
COc1cc(OC)cc(-c2cc3nc4c(c(N5CCN(c6ncccn6)CC5)n3n2)CCCC4)c1,-6.1,0.4,-2.7,-5.3,10.8,0.8,0.8,-4.1,0.4
COc1ccc(C)cc1N(CC(=O)NCCSCc1cccc(Cl)c1)S(C)(=O)=O,-3.6,-2.6,2.4,6.0,3.9,5.6,2.0,-0.4,-4.9
CC(C(=O)Nc1ccc(C#N)cc1)N(C)Cc1cccs1 (stereo unspecified),-4.0,-4.9,-1.3,5.3,1.6,1.4,-1.9,7.0,-5.8
COc1cccc(NC(=O)Nc2nnc(COCCO)s2)c1,-2.4,0.6,1.2,-6.2,10.5,0.9,-2.1,-6.2,5.8
CCCCn1c(N)c(N(CC(C)C)C(=O)c2ccc(Cl)c(S(=O)(=O)N3CCCC3)c2)c(=O)[nH]c1=O,-1.8,13.0,-3.5,-3.7,0.9,0.1,5.7,-15.2,-2.6
CCn1cc(C(=O)NCCC(=O)NCCCO)c(=O)c2cc3c(cc21)OCO3,-6.5,-5.0,0.5,17.0,0.5,17.1,-10.3,15.0,2.4
O=C(COc1ccccc1)N1CCN(c2ncnc3c2cnn3-c2ccccc2)CC1,-2.7,-1.4,1.9,10.5,9.2,7.3,-13.9,2.6,-4.4
Cc1cc(C)nc(-n2nc(C)c3c(C(F)F)cc(C)nc32)n1,-4.3,7.3,-2.1,-0.5,-1.9,0.5,3.0,-16.4,-12.1
COC(=O)COC(=O)c1ccc(O)cc1,-0.6,9.2,3.3,-8.0,13.2,1.8,4.8,-2.9,-9.9
Cc1ccc(S(=O)(=O)N2CCC3(CC2)OCCN3S(=O)(=O)c2c(C)cc(C)cc2C)cc1,-1.7,9.6,-0.2,6.9,1.9,0.2,-7.0,-3.5,-4.1
Cc1ccc2nc(NC(=O)CCNS(=O)(=O)c3ccc(Br)s3)sc2c1,-0.6,-3.6,2.5,1.7,nt,6.7,-1.8,10.8,10.9
CCCCc1ccc(-c2csc(/C(C#N)=C\c3ccc(C)o3)n2)cc1,-4.5,3.1,2.4,0.9,4.7,3.8,7.2,-5.2,4.4
CCOC(=O)NC(=O)C(=CNc1cccc(C)c1)C(=O)NC(=O)OCC,-4.4,-3.6,2.2,-5.6,4.7,0.3,4.9,-2.0,-3.9
Cc1ccc(S(=O)(=O)N2C[C@H]3C(=O)C[C@@H](c4ccccc4)N(S(=O)(=O)c4ccccc4)[C@H]3C[C@H]2c2ccccc2)cc1,2.0,4.9,1.9,3.7,0.6,0.9,-2.1,-5.5,-3.6
COc1cc(NS(=O)(=O)c2ccc(-n3cccn3)cc2)cc(OC)c1,0.9,-15.7,8.8,6.8,nt,13.0,-6.3,22.6,11.0
O=C(CSc1ncccn1)N1CCCCCC1,-1.2,16.1,-3.4,13.1,3.2,1.1,-3.3,-9.1,-14.0
O=C(Cn1ncc2c(=O)oc3ccccc3c21)NCCc1ccsc1,-1.9,4.6,2.0,0.8,1.1,1.0,-2.8,-16.2,-9.0
COc1ccc(CC(=O)NCc2ccccc2)cc1,1.1,17.5,4.6,5.1,3.6,0.6,-2.7,-27.7,-6.1
O=c1c(Cc2ccc(Cl)cc2Cl)c(O)ccn1Cc1ccc(Cl)cc1,-2.5,-1.5,0.1,11.0,3.0,4.6,-4.6,-1.8,-7.1

# A portion of the library (hit frequency here may not be typical).
